# CXCR6 block – inhibitors of human CXCR6 receptor; CHO-K1 PathHunter CXCR6 beta-arrestin, luminescence; inhibition, % at 20 µM; 0.36% of 360,000 active; AID 602244; in the data active = inhibition above about 34%, passing the limit was not always enough;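 also: antagonist mode with CXCL16 agonist at 10 nM final; 0% = 10 nM CXCL16 with DMSO and 100% = unstimulated wells without agonist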
# Target sequence (O00574 whole entry, looked up): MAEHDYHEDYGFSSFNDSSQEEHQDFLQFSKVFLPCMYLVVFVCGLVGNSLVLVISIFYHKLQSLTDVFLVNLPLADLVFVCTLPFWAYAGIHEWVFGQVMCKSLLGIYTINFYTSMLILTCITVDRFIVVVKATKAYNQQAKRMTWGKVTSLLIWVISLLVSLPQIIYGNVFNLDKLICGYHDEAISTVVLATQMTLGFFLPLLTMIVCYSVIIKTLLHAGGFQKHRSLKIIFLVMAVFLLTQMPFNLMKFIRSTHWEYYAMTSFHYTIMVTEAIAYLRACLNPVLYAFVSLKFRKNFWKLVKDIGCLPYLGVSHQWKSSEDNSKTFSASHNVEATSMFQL
# An asterisk follows results filed as active. Some of the compounds tested. The share of hits here may be higher or lower than overall.
SMILES,CXCR6 block
CCOc1ccc(S(=O)(=O)N2CCC(C(=O)Nc3ccc(C)c(S(=O)(=O)N4CCOCC4)c3)CC2)cc1,1
CCCCNC(=O)C1(C)CCN1C(=O)c1cccc(OC(C)=O)c1C (stereo unspecified),-10
CCSc1ccc(-c2cc(NC=O)c3ncc(-c4cccc(C(=O)NCCN(C)C)c4)n3c2)cc1,0
O=C1OC(Cc2ccccc2)C(c2ccccc2)C1=O (stereo unspecified),5
O=C(Nc1ccccc1N1CCOCC1)c1ccc2nc[nH]c2c1,-2
CC(C)=CCC[C@H](C)C[C@@H]1CC2=C(C(=O)OC(C)(C)O2)[C@H](c2ccc(F)cc2)O1,5
COc1cc2nc(/C=C/c3ccc(N(C)C)cc3)sc2cc1SC,-11
CC1(C(=O)NS(=O)(=O)C2CC2)CCCN(C(=O)c2ccc(F)cc2Cl)C1 (stereo unspecified),-14
O=c1[nH][nH]c2c1[C@H](CCc1cccc(Cl)c1)O[C@H](C1CC1)C2,-2
Cc1ccc([C@H]2C[C@H](n3cc(COC(=O)c4ccccc4)nn3)[C@@H](O)CN2C(=O)C2CCCCC2)cc1,2
COc1ccc(Cc2c(-c3ccccc3)nc3c(C)cc(Br)cn23)c(C)c1,7
COC(=O)[C@@]1(Sc2ccc(C)cc2)CC(=O)N(c2cccc(SC)c2)[C@@H]1c1ccccc1,8
O=C1c2ccccc2C(c2nnnn2-c2ccc3c(c2)OCCO3)N1Cc1ccc2c(c1)OCO2 (stereo unspecified),-1
COc1ccc(CNc2cccnc2Cl)cc1,1
COCCNc1ncnc2c1ncn2[C@H]1CN(Cc2ccco2)C[C@@H](CO)O1,-3
OC(c1ccc(F)cc1)c1nc(-c2ccc(Cl)cc2)cs1 (stereo unspecified),-7
Cc1nc2cc(Oc3nc(NCCN(C)C)nc4ccsc34)ccc2s1,1
COC(=O)c1ccc2nc(C3CCCCC3)c(Cc3cccc(Cl)c3)n2c1,10
CC(=O)Nc1c(C(=O)O)ccc(C)c1OCc1ccccc1,1
O=C(NCc1ccc(F)cc1F)[C@@H]1CCCN1C(=O)[C@@H]1CCCN1C(=O)c1cccc2ccccc12,-10
Cc1nc2c3c4c(sc3n3c(SCC(=O)NCc5ccco5)nnc3n2n1)COC(C)(C)C4,4
Cc1cccc(C#CC2=CC(=O)CC(C)(C)C2)c1,-5
CC(C)(C)NC(=O)C1(C)CCC(=O)N1CCCn1ccnc1 (stereo unspecified),1
Cc1cc(C)n2c(Nc3ccc4c(c3)OCCO4)c(-c3ccc(F)cc3)nc2n1,-1
Oc1c(C(c2ccccc2)N2CCCCC2)ccc2ccccc12 (stereo unspecified),-2
# (more compounds)
SMILES,CXCR6 block
Cc1nccn1-c1ccc(NC(=O)[C@H]2O[C@@H](n3ccc(N)nc3=O)[C@H](O)[C@@H]2O)cc1,-2
Cc1cc(F)cc(-c2cc(C(=O)NCc3ccco3)[nH]n2)c1,-2
Cn1cnnc1Sc1ccc(C(=O)OCC(=O)NC2CC2)cc1[N+](=O)[O-],-6
Cc1cccc(NC(=O)CNC(=O)[C@H]2O[C@@H](n3cnc4c(N)ncnc43)[C@H](O)[C@@H]2O)c1C,-4
O=C(Nc1ccc(S(=O)(=O)Nc2ncccn2)cc1)c1cccc([N+](=O)[O-])c1,1
CCCC(N)CCCCCC(=O)O (stereo unspecified),0
CC(C)C[C@H]1CN([C@@H](Cc2ccc(O)cc2)CN2CCC[C@H]2CN2C(=O)C(=O)NC[C@@H]2Cc2ccccc2)C(=O)C(=O)N1CC1CCCCC1,-10
C[C@@H]1ON(C)[C@H]2C[C@H]3c4[nH]c5ccc(-c6ccc7c(c6)OCO7)cc5c4CCN3C[C@@H]12,6
O=S(=O)(N[C@H]1C[C@@H](NS(=O)(=O)OCC(Cl)(Cl)Cl)C2CCCCC21)OCC(Cl)(Cl)Cl (stereo partly specified),-10
CCCNC(=O)C1(C)CCN(Cc2cc3ccccc3o2)C1 (stereo unspecified),1
O=[N+]([O-])c1ccccc1CCc1ccccc1[N+](=O)[O-],-2
COc1ccc([C@H]2C[C@H](n3cc(-c4ccc(F)cc4)nn3)[C@@H](O)CN2CC2CCCCC2)cc1,0
CC(C)C[C@@H]1CC2=C(C(=O)OC(C)(C)O2)[C@H](CCc2ccccc2)O1,2
COC(=O)c1ccc2c(c1)C(NC(C)=O)CCc1cc(OC)c(OC)c(OC)c1-2 (stereo unspecified),-2
CSCCC(c1nc2ccccc2[nH]1)n1c(C)nc2ccccc21 (stereo unspecified),-2
O=C(O)COCC(=O)N1CCCN(c2ccc(C(F)(F)F)cn2)CC1,-9
Cn1cc(C2NC(=O)c3ccccc3N2)c2ccccc21 (stereo unspecified),-6
CN(Cc1ccccc1)C(=O)c1ccc2nc([C@H]3C[C@H](O)[C@@H](CO)O3)[nH]c2c1,2
COc1cccc(CNC(=O)COC(=O)c2ccc(N3CCCC3=O)cc2)c1,7
CCCCCCn1c(SCC(=O)NC2CCS(=O)(=O)C2)nc2ccccc2c1=O (stereo unspecified),10
CC(=O)NCCNC(=O)C1(C)Cc2c(-c3ccc(NC(C)=O)cc3)ccnc2O1 (stereo unspecified),2
Nc1ncnc2c1ncn2C1C=C(CO)C(O)C1O (stereo unspecified),-3
O=C(Nc1ccc(F)c(Cl)c1)c1csc([C@@H]2C[C@H](O)[C@@H](CO)O2)n1,1
O=C1NN=C2CCCCCCCCCCC12 (stereo unspecified),-13
O=C(OCc1ccccc1)c1ccc(NCc2cc(O)ccc2O)cc1,-6

# Part of the list above in order of length of the SMILES, lowest first.
SMILES,CXCR6 block
CCCC(N)CCCCCC(=O)O (stereo unspecified),0
O=C1NN=C2CCCCCCCCCCC12 (stereo unspecified),-13
CCCNC(=O)C1(C)CCN(Cc2cc3ccccc3o2)C1 (stereo unspecified),1
CSCCC(c1nc2ccccc2[nH]1)n1c(C)nc2ccccc21 (stereo unspecified),-2
Cc1cc(F)cc(-c2cc(C(=O)NCc3ccco3)[nH]n2)c1,-2
O=C(O)COCC(=O)N1CCCN(c2ccc(C(F)(F)F)cn2)CC1,-9
COc1cccc(CNC(=O)COC(=O)c2ccc(N3CCCC3=O)cc2)c1,7
CCCCCCn1c(SCC(=O)NC2CCS(=O)(=O)C2)nc2ccccc2c1=O (stereo unspecified),10
O=C(Nc1ccc(S(=O)(=O)Nc2ncccn2)cc1)c1cccc([N+](=O)[O-])c1,1
O=C(Nc1ccc(F)c(Cl)c1)c1csc([C@@H]2C[C@H](O)[C@@H](CO)O2)n1,1
Cc1nccn1-c1ccc(NC(=O)[C@H]2O[C@@H](n3ccc(N)nc3=O)[C@H](O)[C@@H]2O)cc1,-2
O=S(=O)(N[C@H]1C[C@@H](NS(=O)(=O)OCC(Cl)(Cl)Cl)C2CCCCC21)OCC(Cl)(Cl)Cl (stereo partly specified),-10
Cc1cccc(NC(=O)CNC(=O)[C@H]2O[C@@H](n3cnc4c(N)ncnc43)[C@H](O)[C@@H]2O)c1C,-4
CC(C)C[C@H]1CN([C@@H](Cc2ccc(O)cc2)CN2CCC[C@H]2CN2C(=O)C(=O)NC[C@@H]2Cc2ccccc2)C(=O)C(=O)N1CC1CCCCC1,-10

# Following part
SMILES,CXCR6 block
COc1ccc(CNC(=O)O[C@H]2CN(C(=O)OC(C)C)N(C(=O)OC(C)C)[C@@H]3CN(S(=O)(=O)c4ccc(C)cc4)C[C@]23O)cc1OC,-6
COc1ccc(Cn2cc(CN3CC(N4CCN(C5CCN(C)CC5)CC4)CS3(=O)=O)nn2)cc1 (stereo unspecified),0
O=C(C1CCCN(S(=O)(=O)c2ccc(F)cc2)C1)N1CCOCC1 (stereo unspecified),0
CC(C)CN1CC(C)C(=O)N(c2ccccc2)C1=O (stereo unspecified),0
CC(C)(C)OC(=O)NCCCCCNC(=O)c1[nH]cnc1C(=O)Nc1cc(Br)ccc1F,10
CC(=O)Nc1cc2c(c(Cl)c1Cl)-c1ccccc1C2=O,1
O=C(NCCCc1ccccc1)c1cccc(NC(=O)c2ccccc2)c1,1
CCCNC(=O)C1(C)CCCN(Cc2ccccc2C#N)C1 (stereo unspecified),13
O=c1[nH]cnc2c1ncn2C1OC(CO)CC1F (stereo unspecified),-2
O=C(NC1CCOC1=O)c1ccccc1 (stereo unspecified),-7
COCCN1C(=O)COc2ccccc2C1C(=O)Nc1ccc2c(c1)OCCO2 (stereo unspecified),-4
OC(c1ccccc1)(c1nc(-c2cc3ccccc3o2)cs1)C(F)(F)F (stereo unspecified),-11
Cc1cccc(N(Cc2ccccc2)C(=O)CCl)c1,-4
Cc1ccc2nc(C(Cl)(Cl)Cl)nc(N/N=C/c3ccc([N+](=O)[O-])cc3)c2c1,2
CNC(=O)C[C@H]1C(=O)N(c2ccc(OC)cc2)C[C@@H]1CSC,7
CCC(=O)N1CCC1(C)C(=O)Nc1cccc(OC)c1OC (stereo unspecified),0
O=C(/C=C/[C@H]1O[C@@H](n2ccc(=O)[nH]c2=O)[C@H](O)[C@@H]1O)N1CCN(Cc2ccc(F)cc2)CC1,-2
COc1ccc(NC(=O)c2cc(C3CCCCN3S(=O)(=O)c3ccc(C#N)cc3)on2)c(C)c1 (stereo unspecified),5
CSc1cnn(CCC#N)c(=O)n1,-3
C[C@H](O)[C@@H]1C(=O)N2CCc3ccc(N4CCN(C)CC4)cc3[C@@H]2C[C@@H]1N(C)C(=O)c1cccnc1,-2
Cc1ccccc1/C=C/c1nc2ccccc2c(=O)n1CCc1ccccc1,-2
CCOC(=O)C1CC(=O)c2ccccc2C1c1ccccc1 (stereo unspecified),9
COCCNC(=O)C1(C)CCCN(C(=O)c2ccc(C)c(F)c2)C1 (stereo unspecified),-1
O[C@H]1CN(CC2CCCCC2)[C@@H](c2ccc(Cl)cc2)C[C@@H]1n1cc(-c2ccc(F)cc2)nn1,3
Cc1ccc(S(=O)(=O)/C(C#N)=C/c2c(N3CCOCC3)nc3ccccn3c2=O)cc1,-2
# Carrying on.
SMILES,CXCR6 block
CN1CCN(c2ccc(CNC[C@H]3O[C@@H](n4cnc5c(=O)[nH]c(N)nc54)[C@H](O)[C@@H]3O)c(S(C)(=O)=O)c2)CC1,-7
NS(=O)(=O)c1ccc(Cl)c(S(N)(=O)=O)c1,-4
CCCCc1c(-c2ccccc2OC)ncn1CCc1ccc(Cl)cc1,-12
CCNC1(C#N)CCN(Cc2ccccc2)CC1,-2
CCC1(c2ccccc2)SC(N)=NC1=O (stereo unspecified),-4
CCOC(=O)C1=CCN(S(=O)(=O)c2ccccc2[N+](=O)[O-])C1c1ccc(C)cc1 (stereo unspecified),1
CC(C)C[C@H]1CN(CCCC[C@@H]2CNC(=O)C(=O)N2Cc2ccccc2)C(=O)C(=O)N1CCc1ccccc1,2
CC(=O)Oc1ccccc1Cn1c(C)c(C(=O)NCc2cccc(Cl)c2)sc1=O,-3
COCOc1cccc(CN2CCC(C)(Oc3ccc(C(C)=O)cc3)C2)c1 (stereo unspecified),9
CCOC(=O)C1=CC[C@@H](c2ccc(OC)cc2)N(S(=O)(=O)c2ccc(C)cc2)[C@H]1CC,3
CCC(Cc1ccccc1)OC(=O)c1ccccc1C(=O)O (stereo unspecified),-2
O=S(Cc1ccccc1)c1ccccc1 (stereo unspecified),-1
CCOC(=O)N1CCN(S(=O)(=O)c2ccc(C(=O)Nc3ccc(F)cc3F)cc2)CC1,1
CC(O)(c1cccc(F)c1)c1nc(-c2ccc3c(c2)OCO3)cs1 (stereo unspecified),-6
O=c1nc(NO)ccn1C1CCCO1 (stereo unspecified),-3
c1ccc(-c2csc(Nc3ccc4c(c3)OCO4)n2)cc1,-5
O=C1c2nccnc2C(=O)N1Cc1ccccc1,3
CCN(CC)CCNC(=O)C1(c2ccccc2)CCCCC1,4
N#Cc1cnn2c(=O)[nH]cnc12,-2
CC1(C(=O)O)CCCN(C(=O)c2ccc(F)cc2Cl)C1 (stereo unspecified),-1
c1cncc(CN2CCN(c3cc(-c4cnc5ccccc5c4)nc4ccnn34)CC2)c1,-5
CC(C)(C)S(=O)N1Cc2cc(CO)cc(CCO)c2[C@@H]1CCO (stereo partly specified),-6
N#Cc1ccccc1C[C@H](N)C(=O)NC[C@H]1O[C@@H](n2cnc3c(N)ncnc32)[C@H](O)[C@@H]1O,-12
CCN1C[C@@H]2[C@@H]3C(=O)N(C)C(=O)[C@@H]3[C@](Cc3ccccc3)(C1=O)N2C(=O)c1ccc(Cl)c(Cl)c1,6
CCCCCCNC(=O)O[C@H]1Cn2c(=O)n(CCCCCC)c(=O)n2[C@@H]2CN(S(=O)(=O)c3ccc(C)cc3)C[C@]12O,2
# Additional records follow:
SMILES,CXCR6 block
O=C(OCC1CCNCC1)c1ccc(F)cc1,3
Cc1ccc(-c2nnc(SCC(=O)Nc3ccccc3N3CCOCC3)o2)cc1,0
COc1ccc(-c2cc(C(=O)Nc3ccc(OC)c(OC)c3)[nH]n2)c(C)c1,2
CCc1c(Cl)nc(N)nc1Nc1ccccc1C,1
CC(=O)NC(Cc1ccccc1)C(=O)Oc1ccc2ccccc2c1 (stereo unspecified),0
CC1(C(=O)NS(=O)(=O)c2cccc(F)c2)CCN1C(=O)CCc1ccccc1 (stereo unspecified),-3
CC(=O)OCC(=O)C1(O)CCC2C3CCC4CC(O)CCC4(C)C3C(=O)CC21C (stereo unspecified),-5
COc1ccc(CC(=O)Nc2cccc(S(=O)(=O)N3CCCCCC3)c2)cc1OC,-7
Nc1ccc(S(=O)(=O)Nc2cc(Cl)c(N)c(Cl)c2)cc1,3
CC1(C)CC(=O)C=C(c2ccc(Oc3ccccc3)cc2)C1=O,0
CC(=O)Nc1cc(-c2ccccc2F)cn2c(-c3cccc(C(F)(F)F)c3)cnc12,17
CCOC(=O)C1(C)CCCN(C(=O)c2cccc(Cl)c2)C1 (stereo unspecified),0
Nc1c([N+](=O)[O-])cc2c3c(cccc13)CC2,7
CCOC(=O)C1(C)CCCCN1C(=O)c1cccc(Cl)c1 (stereo unspecified),-6
CSc1cccc(NC(=O)CCCOc2cc(=O)n(C)c3ccccc23)c1,2
c1coc(-c2cc3nc(NC4CCCCC4)ccn3n2)c1,-3
Cc1ccc(S(=O)(=O)NC(=O)C2(C)CCN2C(=O)CCc2ccc(Cl)cc2Cl)cc1 (stereo unspecified),-3
CC1(C)Oc2cc3oc(C(=O)O)cc(=O)c3cc2-c2ccccc21,-2

# Compound activity as filed in PubChem.
